# Source: PubChem BioAssay
# NF-kB expr up – NF-kB expression increase, human neuronal cells | NF-kB reporter expression; active compounds read high | fold change at 12.5 µM | actives 1.6% (n = 190,000); in the data active = fold change above about 3.3
# DTT redox prof – compounds producing H2O2 with reducing agent – biochemical, NIH compound library profiling, artefact control for MLSCN library redox annotation, primary screen; DTT-dependent redox cycling H2O2, phenol red/HRP absorbance; 100% = 100 µM peroxide control, 0% = buffer; activation, % at 10 µM; actives 0.03% (n = 200,000); AID 878;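 active = activation of at least 50% relative to the plate's high and low controls in the primary single-dose screen; inactive = activation below 50%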;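 note: compound incubated with DTT at 0.8 mM final as the reducing agent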
# STAT1 act – increases IFN-gamma driven STAT1 reporter signal. NIH 3T3 STAT1-luciferase reporter, luminescence; 100% = IFN-gamma alone, no compound. activation (% of control), % at 5.5 µM. actives 2.6% (n = 200,000). AID 932;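 active = activation above the screen-wide mean activation plus 3 SD, cut at about 130% in these data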;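 note: raw ratio to IFN-gamma control signal so 100% means no change and 0% no light; values of inactives mirror those of a sister screen read the other way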
# STAT3 inh – STAT3 signaling inhibition | actives 0.89% (n = 190,000) | U3A cells, IL-6 STAT3-luciferase reporter, luminescence; host cell line lacks STAT1 | inhibition, % at 5.5 µM | AID 862;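 active = inhibition above the mean inhibition across all screened compounds plus 3 SD, cut at about 44% in these data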;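 note: 0% = DMSO only wells and 100% = 100 µM nifuroxazide control wells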
# STAT3 act – STAT3 signaling activation. U3A cells, IL-6 STAT3-luciferase reporter, luminescence; 100% = signal with IL-6 EC80 alone. activation (% of control), % at 5.6 µM. actives 0.91% (n = 190,000). AID 871;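 active = activation above the screen-wide mean of compound activation plus 3 SD, cut at about 130% in these data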;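 note: 0% = background luminescence of wells with medium and substrate only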
#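 Test system: Human STAT1-deficient U3A cells with stable STAT3-luciferase reporter | Also added: Interleukin-6, 33 ng/mL | Timing: Compound pre-incubation 1 h before IL-6, then 6 h stimulation at 37 °C | Technique: Luciferase reporter luminescence | Read-out: Percent of IL-6-only median luminescence | Benchmarks: IL-6-only wells as 100% reference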
# STAT1 blocker – reduces IFN-gamma driven STAT1 reporter signal; AID 920; inhibition, % at 5.5 µM; NIH 3T3 STAT1-luciferase reporter, luminescence; actives 0.35% (n = 200,000);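 active = inhibition above a set limit, the mean inhibition across all tested compounds plus 3 SD, cut at about 34% in these data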;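 note: 0% = IFN-gamma with DMSO and 100% = IFN-gamma with 300 µM nifuroxazide; values of inactives mirror those of a sister screen read the other way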
# Hsp70 activator – transcriptional activators of Hsp70. HeLa Hsp70 promoter luciferase reporter, luminescence; scaled: vehicle 0, proteasome-inhibitor control 100%. activation, % at 10 µM. actives 0.04% (n = 200,000);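 active = activation above the mean across all tested compounds plus 3 SD, cutoff set per campaign, cut at about 5.5% in these data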;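 note: 100% = MG132 at 30 µM as the positive control and 0% = DMSO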
# TLR4-MyD88 BLA – blocks binding of human TLR4 to MyD88; HeLa CL3-4 TLR4/MyD88 BLA complementation, FRET ratio; inhibition, % at 8.4 µM; actives 0.18% (n = 200,000); AID 861; in the data active = inhibition above about 25%;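 note: 0% = vehicle and 100% = reference inhibitor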
# Target sequence (O00206 whole entry, looked up): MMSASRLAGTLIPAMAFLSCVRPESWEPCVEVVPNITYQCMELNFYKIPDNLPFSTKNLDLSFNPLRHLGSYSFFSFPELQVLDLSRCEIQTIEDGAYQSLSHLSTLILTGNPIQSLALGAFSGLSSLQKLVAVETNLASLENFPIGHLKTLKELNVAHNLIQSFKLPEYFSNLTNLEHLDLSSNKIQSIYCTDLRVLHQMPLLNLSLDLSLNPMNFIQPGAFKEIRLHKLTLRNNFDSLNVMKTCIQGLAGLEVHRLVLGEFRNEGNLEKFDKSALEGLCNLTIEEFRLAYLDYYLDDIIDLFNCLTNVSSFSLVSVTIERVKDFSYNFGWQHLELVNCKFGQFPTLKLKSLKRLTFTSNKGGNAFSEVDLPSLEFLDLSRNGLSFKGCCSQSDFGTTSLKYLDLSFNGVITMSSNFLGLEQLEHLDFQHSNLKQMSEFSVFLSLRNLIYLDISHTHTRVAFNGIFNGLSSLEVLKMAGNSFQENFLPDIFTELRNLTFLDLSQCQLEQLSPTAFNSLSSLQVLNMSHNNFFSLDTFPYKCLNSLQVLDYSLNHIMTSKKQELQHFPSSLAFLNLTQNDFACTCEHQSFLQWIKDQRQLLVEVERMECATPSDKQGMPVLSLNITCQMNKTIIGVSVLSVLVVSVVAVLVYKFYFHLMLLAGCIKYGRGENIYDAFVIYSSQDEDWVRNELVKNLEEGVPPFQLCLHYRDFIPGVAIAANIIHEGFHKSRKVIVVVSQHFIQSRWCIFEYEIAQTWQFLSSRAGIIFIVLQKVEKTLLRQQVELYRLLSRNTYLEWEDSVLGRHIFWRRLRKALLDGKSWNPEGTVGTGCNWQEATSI
# Target sequence (Q99836 whole entry, looked up): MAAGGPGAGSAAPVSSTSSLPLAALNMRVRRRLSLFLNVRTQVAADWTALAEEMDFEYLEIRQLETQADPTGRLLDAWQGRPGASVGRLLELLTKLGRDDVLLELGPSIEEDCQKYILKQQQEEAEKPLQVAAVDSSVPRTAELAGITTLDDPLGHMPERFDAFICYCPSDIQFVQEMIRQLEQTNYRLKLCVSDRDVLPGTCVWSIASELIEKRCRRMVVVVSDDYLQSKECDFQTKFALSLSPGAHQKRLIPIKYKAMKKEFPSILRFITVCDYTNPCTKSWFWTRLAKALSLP
# Efa HMGR inh – inhibitors of class II HMG-CoA reductase from Enterococcus faecalis; purified E. faecalis HMGR, NADPH absorbance 340 nm kinetic; inhibition, % at 10 µM; AID 1066; actives 0.41% (n = 190,000);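 active = inhibition above a set limit, the median over all tested compounds plus 3 SD, cut at about 9.5% in these data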;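 note: enzyme runs in reverse so mevalonate oxidation gives rising NADPH absorbance; 0% = complete reaction with DMSO and 100% = background rate lacking mevalonate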
# APP 5'UTR act – APP 5'UTR luciferase reporter activation; SH-SY5Y APP 5'UTR luciferase reporter, luminescence; zero percent = DMSO vehicle wells; activation, % at 2 µM; actives 1% (n = 190,000); AID 1276;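 active = activation above a set limit, based on mean plus 3 SD of controls, cut at about 140% in these data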; note: values of inactives mirror those of a sister screen read the other way
# * hit, by the source's call; . = no result given. No enrichment for hits; 5.6% or so of the library scored in one or more.
# Start of the data: the first three entries, to show the layout:
SMILES,NF-kB expr up,DTT redox prof,STAT1 act,STAT3 inh,STAT3 act,STAT1 blocker,Hsp70 activator,TLR4-MyD88 BLA,Efa HMGR inh,APP 5'UTR act
CC(=O)NS(=O)(=O)c1ccc(NC(=S)NC(=O)COc2ccccc2C)cc1,1.1,0.1,103,2,99,-3,-0.3,34*,-6,1
Cc1cc(C(=O)NCC(=O)OCC(=O)N(C)C2CCCCC2)ccc1[N+](=O)[O-],1.2,0.2,94,0,98,7,-0.2,5,-4,5
O=C(CCl)NCc1c(Cl)cccc1-n1cccc1,1.4,2.1,91,17,91,10,-0.3,1,-5,17

# The listing (from the top)
SMILES,NF-kB expr up,DTT redox prof,STAT1 act,STAT3 inh,STAT3 act,STAT1 blocker,Hsp70 activator,TLR4-MyD88 BLA,Efa HMGR inh,APP 5'UTR act
CC(=O)NS(=O)(=O)c1ccc(NC(=S)NC(=O)COc2ccccc2C)cc1,1.1,0.1,103,2,99,-3,-0.3,34*,-6,1
Cc1cc(C(=O)NCC(=O)OCC(=O)N(C)C2CCCCC2)ccc1[N+](=O)[O-],1.2,0.2,94,0,98,7,-0.2,5,-4,5
O=C(CCl)NCc1c(Cl)cccc1-n1cccc1,1.4,2.1,91,17,91,10,-0.3,1,-5,17
CC(NC(=O)Cc1ccccc1)c1nc2ccccc2[nH]1 (configuration not stated),1.3,-3.0,101,-2,102,0,-0.1,3,0,-20
Cc1nnc(NC(=O)CCCN2C(=O)c3ccccc3C2=O)s1,1,0.4,89,8,97,12,-0.2,-8,-7,-9
N#C/C(=C/c1ccc(-c2ccccc2[N+](=O)[O-])o1)C(N)=O,1.3,-0.7,104,20,86,-4,-0.2,5,-3,-13
O=S(=O)(Cc1ccccc1)N1CCN(C/C=C/c2ccccc2)CC1,1.1,-0.6,101,-3,104,0,-0.1,2,0,8
CCOc1cccc(OCCn2cnc3ccccc3c2=O)c1,1.8,-0.7,112,6,98,-13,-0.1,8,-5,28
CC1(C)NC(=O)N(CCOc2cccc(Cl)c2Cl)C1=O,1,-0.7,99,2,101,1,-0.2,-6,1,20
O=C(Cc1c(C(=O)O)[nH]c2ccccc12)NC1CCCC1,1.1,0.2,100,-8,107,-2,-0.1,-6,-1,22
COc1c(C)cccc1C(=O)NC(=S)Nc1cccc2nsnc12,1.1,0.0,98,16,90,0,0.2,-5,-6,11
CNC(=S)NNC(=O)c1noc(C)c1C(=O)N1CCN(C(c2ccccc2)c2ccccc2)CC1,1.3,-1.4,90,19,87,10,0.3,7,1,9
C/C(=N\N=C\c1ccccc1F)c1nnn(-c2nonc2N)c1C,2,0.5,142*,7,96,-47,-0.1,-4,-5,20
Cc1cccc(-n2nc3c(c2NC(=O)CCC2CCCCC2)CS(=O)C3)c1C (configuration not stated),1.1,0.0,97,0,100,4,0.1,0,3,-13
O=C(NCc1cccnc1)c1ccc(COc2ccccc2Br)o1,0.93,0.9,94,-3,108,7,-0.2,-4,-1,16
Nc1ccc(Cl)c(S(=O)(=O)Nc2cccc(Cl)c2)c1,1,-0.9,98,-3,105,0,-0.1,10,5,-15
Cc1ccc(C(=O)N/C(=C/c2cccs2)C(=O)N2CCCCC2)cc1,1.5,-0.6,105,5,97,-6,-0.3,-10,0,33
CN1c2cccc3cccc(c23)N(C)C1(C)C,4.1*,1.8,99,-10,112,1,-0.3,-6,-3,-3
O=c1c2c(nc3nc(Cc4ccccc4)[nH]n13)CCC2,1.3,0.8,104,4,100,4,-0.4,8,-1,21
CCC(CO)n1c(SCc2cc([N+](=O)[O-])cc3c2OCOC3)nc2ccccc2c1=O (configuration not stated),1.1,-0.1,100,6,95,0,-0.3,-9,-3,8
N#C/C(=C\c1sc(N2CCOCC2)nc1-c1ccccc1)C(=O)Nc1cccc2ccccc12,1.1,-0.1,98,-7,107,2,-0.4,-3,-1,17
CCN(CC)S(=O)(=O)c1ccc(N2CCOCC2)c(NC(=O)C(=O)c2c(-c3ccccc3)cc3ccccn23)c1,0.59,0.0,100,-2,103,0,-0.1,-14,2,-4
COc1ccc(CC(C)N2CCN(Cc3ccccc3)CC2)c(OC)c1 (configuration not stated),0.97,0.8,96,9,96,4,-0.1,-4,-2,11
CCOC(=O)c1c(CNCCN(CC)CC)n(C)c2cc(Br)c(OC)cc12,0.91,0.0,104,14,94,-4,-0.4,6,0,-15
Cc1cc(C(=O)NNC(=S)NCc2ccco2)nn1C,1.2,-0.5,98,7,95,1,-0.2,11,-5,15
COc1ccc(C2=NN(C)C(=NCc3ccccc3)SC2)cc1,1.2,1.6,103,22,85,-3,-0.1,-1,-4,-6
CCOC(=O)c1c(C)n(C)c2ccc(OC(C)C(=O)OC)cc12 (configuration not stated),1.1,2.5,93,7,98,7,-0.2,3,5,18
CC(=O)NC(Nc1nc2c(s1)CCCC2)(C(F)(F)F)C(F)(F)F,1.1,0.6,98,18,87,3,-0.3,3,4,-1
Cc1ccc(-n2c(COc3c(C)cccc3C)nnc2SCC(=O)Nc2nccs2)cc1,0.97,0.1,101,6,99,-1,-0.1,0,-4,-10
CCOc1ccc(N2C(=O)Nc3ccccc3C2(O)C(=O)NCc2ccccc2)cc1 (configuration not stated),0.95,-1.1,100,0,103,-1,-0.3,3,0,-3
Cc1sc(NC(=O)c2ccco2)c(C(c2ccc(F)cc2)N2CCN(C)CC2)c1C (configuration not stated),0.54,-0.9,101,-3,104,-2,1.4,14,0,11
COc1cc(C(=O)NCc2ccccc2)ccc1OC(F)F,1.1,0.7,97,-2,98,3,-0.4,3,-5,1
CCCCNC(=O)OCCNC(=O)Oc1cccc(C)c1,1.1,0.8,105,1,101,-5,-0.3,2,0,7
CC(C)C(=O)OCCN=C1NS(=O)(=O)c2ccccc21,1.1,0.1,96,7,99,4,-0.3,-4,-1,14
O=C(NCC1CCCO1)c1ccc(NC(=O)C2CCCCC2C(=O)O)cc1 (configuration not stated),1.2,-3.4,96,-12,110,4,-0.1,6,-3,-3
CCN(CC)CCC(=O)NC(C)(C)Cc1ccc(O)cc1,1.3,-0.2,102,2,102,-2,0.0,0,-2,0
CCN(CC)C(=O)c1ccc(C(=O)c2ccccc2)cc1,1.1,0.3,113,2,98,-14,-0.1,-3,-1,6
COc1ccc(CNc2nc(SCC(=O)NCc3ccco3)nc3ccccc23)cc1,0.73,-4.1,97,-30,130,3,-0.1,-4,-2,2
O=C(Cc1ccccc1)NC1CCN(S(=O)(=O)c2ccc(C(=O)O)cc2)CC1,0.96,0.5,94,4,100,7,-0.1,-20,-5,-10
COC(=O)COc1cccc(NC(=O)COc2ccccc2)c1,1.6,0.4,100,1,101,0,1.8,6,0,3
Cc1ccc(-n2nc(C)cc2NC(=O)CC#N)cc1,1.2,-2.3,93,7,99,6,-0.4,2,1,-4
O=C(CSc1ncnc2c1oc1ccccc12)OCc1ccccc1,1.1,1.2,104,4,99,-5,-0.5,6,-3,12
Cc1nnc(SCC(=O)NNC(=O)CC#N)[nH]c1=O,0.96,0.3,97,30,76,3,-0.5,7,-4,0
COc1ccc(CNc2nc(-c3cccnc3)nn2C(=O)c2cccs2)cc1,1.1,-2.5,95,18,90,7,-0.2,8,-1,3
N#Cc1c(NCCN)nc(-c2ccco2)c2c1CCCC2,1.4,1.9,102,-12,116,-3,-0.3,-4,-4,-10
CC(C)CCN1CCN(C2CCN(c3ccc4c(c3)OCO4)CC2)CC1CCO (configuration not stated),.,-0.4,105,1,103,-7,0.0,-17,-4,11
O=c1cc(CSc2ccc(Cl)cc2)nc(N2CCOCC2)[nH]1,1.5,0.1,98,-7,107,3,-0.1,-8,-8,6
O=C(O)c1ccn(Cn2cnc3ccccc32)n1,1.2,-3.9,101,-2,102,-2,0.1,-10,-7,-13
CC(=O)CSc1ncnc2sc3c(c12)CCC(C)C3 (configuration not stated),1.3,0.2,107,3,104,-9,0.1,-13,-2,15
CCNC(=S)N/N=C/c1ccccc1[N+](=O)[O-],0.95,-0.1,102,12,92,-4,0.0,3,-1,-18
O=C(Nc1ccc2c(c1)OCCO2)C1CCN(S(=O)(=O)c2ccc3c(c2)OCCO3)CC1,1.2,0.3,100,6,100,0,-0.4,3,-1,28
CCN1CCN(C(=O)c2cc(S(=O)(=O)Nc3ccc(S(C)(=O)=O)cc3)ccc2Cl)CC1,1.1,-3.0,102,11,93,-5,-0.1,9,-3,-40
CCc1cccc(C)c1NC(=S)N1CCCC1C(=O)O (configuration not stated),1.1,0.0,98,11,95,3,-0.4,5,-5,17
COc1ccc(C/C(N)=N/OC(=O)c2ccco2)cc1OC,1,-0.4,104,-6,108,-6,0.1,-5,-2,-22
C/C(=N\Nc1ncc(Cl)cc1Cl)c1cccs1,4.9*,-0.5,143*,15,91,-49,-0.2,-7,-7,154*
CC(=O)c1sc(NC(=O)c2ccccc2F)nc1-c1ccccc1,3.1,-0.1,154*,17,90,-54,0.0,-2,1,141*
COc1cccc(-c2nc(CS(=O)(=O)CC(=O)NCCC(C)C)c(C)o2)c1,1,-0.7,93,14,92,7,-0.3,-8,-5,19
CCCN(CCC)CCCNC(=O)c1cn(CC)c2ccc(S(=O)(=O)N3CCc4ccccc4C3)cc2c1=O,0.71,0.5,104,-1,108,-4,-0.2,-13,3,-6
Cc1ccc(S(=O)(=O)N(CC(=O)NCCC2=CCCCC2)Cc2ccccc2F)cc1,0.71,0.5,103,-9,111,-3,-0.1,-14,-1,-10
CCOC(=O)C1CCCN(C(=O)CNC(=O)Cn2ccc3ccccc3c2=O)C1 (configuration not stated),0.92,-2.4,91,40,71,10,-0.3,8,0,-4

# Carrying on:
SMILES,NF-kB expr up,DTT redox prof,STAT1 act,STAT3 inh,STAT3 act,STAT1 blocker,Hsp70 activator,TLR4-MyD88 BLA,Efa HMGR inh,APP 5'UTR act
CN(C)c1ccc(/C=N/N=C2/SC(CC(=O)O)C(=O)N2c2ccc(O)cc2)cc1 (configuration not stated),0.98,-0.1,95,15,94,3,-0.1,-17,-2,5
Cc1cc(C)c(NC(=O)C2CC(=O)N(Cc3ccccc3)C2)c(C)c1 (configuration not stated),1,0.1,96,3,102,6,0.3,6,-2,8
COc1cc(O)c(/C=N/NC(=O)c2ccncc2)c(OC)c1[N+](=O)[O-],1.1,-1.4,104,8,97,-4,0.0,-9,-4,19
O=c1cc(CSc2n[nH]c(-c3ccncc3)n2)nc2sccn12,1.1,-1.2,105,4,98,-6,-0.3,-9,-2,-19
CC1(C)c2ccccc2N2CCC(=O)NC21/C=C/c1ccco1 (configuration not stated),0.95,1.0,99,7,98,1,0.2,-5,-3,9
C/C(=N\NC(=O)CCn1nc(C)cc1C)C(C)(C)C,1.2,-0.2,102,8,96,-2,-0.1,6,1,27
CC(C)CC(=O)N1CCN(C(=O)CCC2CCCC2)CC1,1.3,-0.4,106,2,100,-6,0.0,-4,0,-9
O=C(NCc1cccs1)c1cc(-c2ccccc2)on1,2.9,0.8,124,-3,105,-26,0.2,-6,0,85
